# Screening data from PubChem BioAssay.
# SENP1 FRET inh: inhibitors of human SENP1 SUMO protease catalytic domain; Q9P0U3; recombinant SENP1 catalytic domain, CyPet-SUMO1-YPet FRET cleavage; inhibition, % at 10 µM; 360,000 tested, 0.21% active; AID 624204;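 active = inhibition at least 30% at 10 µM, raw YFP signal under a set limit, fluorescence ratio 0.5 to 1.5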;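 note: 0% = enzyme with DMSO and 100% = no enzyme wells; some results filed as inactive read as strong as hits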
# Target sequence (Q9P0U3 419-644 limits assumed): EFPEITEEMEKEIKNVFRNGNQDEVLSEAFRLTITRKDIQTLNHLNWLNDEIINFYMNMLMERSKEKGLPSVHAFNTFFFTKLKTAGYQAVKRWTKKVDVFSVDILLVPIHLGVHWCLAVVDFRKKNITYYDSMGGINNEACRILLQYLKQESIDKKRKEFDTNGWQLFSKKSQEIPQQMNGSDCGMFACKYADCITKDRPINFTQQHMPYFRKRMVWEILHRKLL
#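 Compound: 10 µM single point, 0.5% DMSO; Test system: hSENP1 catalytic domain, recombinant; Timing: 50 min reaction at room temperature; Technique: FRET, CFP and YFP emission; Control set: no-enzyme wells low, DMSO-plus-enzyme wells high control.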
# SENP8 block: SENP8 (human) protease inhibition; recombinant SENP8, Nedd8 substrate fluorescence; inhibition, % at 20 µM; 360,000 tested, 0.64% active; AID 602440; in the data active = inhibition mostly above about 40%, no sharp cut-off; inactive = mostly below about 27%
# Target sequence (Q96LD8 whole entry, looked up): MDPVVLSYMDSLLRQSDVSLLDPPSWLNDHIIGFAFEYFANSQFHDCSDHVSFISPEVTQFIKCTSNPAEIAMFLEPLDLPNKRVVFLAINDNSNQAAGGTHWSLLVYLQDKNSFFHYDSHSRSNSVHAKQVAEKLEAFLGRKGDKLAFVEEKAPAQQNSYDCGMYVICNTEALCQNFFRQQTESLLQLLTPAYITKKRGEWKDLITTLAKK
# Active calls of the source: *; i = inactive; & = joins results of further samples. Some of the compounds tested (hit frequency here may not be typical).
SMILES,SENP1 FRET inh,SENP8 block
NC(Cc1ccc(Cl)cc1)c1csc(Nc2ccc(C(=O)c3ccccc3)cc2)n1 (stereo not drawn),-7.6,-429.6
CC1C(=O)N(Cc2cn(Cc3ccco3)nn2)CCS(=O)(=O)N1Cc1ccc(-c2ccccc2C(F)(F)F)cc1 (stereo not drawn),-1.8,12.4
COc1cc(C(O)c2nc(-c3ccc(F)c(Cl)c3)cs2)ccc1F (stereo not drawn),-0.7,-0.3
CN(C)CCNc1ncnc2c1ncn2[C@H]1CN(Cc2ccc(Cl)cc2)C[C@@H](CO)O1,1.7,4.1
COc1ccc(Cl)c(-c2cc(C(=O)Nc3ccc(F)cc3)[nH]n2)c1,-0.9,6.1
COc1ccc(O)cc1CN1CCN(c2ncc(Cc3ccccc3)cn2)CC1,0.5,4.1
CCCCOCCCNC(=O)C[C@@H]1C[C@@]2(C(=O)OC)CC(C)(C)CC=C2N(Cc2cccc3ccccc23)C1=O,0.4,9.9
CC(C)CNC(=O)C1C(=O)Nc2ccccc2C(=O)N1C(C)(C)C (stereo not drawn),-0.9,13.2
CC(C)C[C@H]1CNC(=S)N1C[C@H]1CCCN1C[C@H](CC(C)C)N1C[C@H](Cc2ccc(O)cc2)N(CC2CCCCC2)C1=S,-0.1,12.2
CCCCCCCCN1C(=O)[C@H](CC(=O)N2CCCCC2)C[C@@]2(C(=O)OC)CC(C)(C)CC=C12,-1.1,18.2
COCCCNc1ccn2nc(-c3ccc(CC(C)C)cc3)cc2n1,-10.0,-493.9
CCCC[C@@H]1CNC(=O)C(=O)N1CC1CCCCC1,-1.9,12.7
CSc1ccc(Cn2c(C)c(C(=O)NCc3cccs3)sc2=O)cc1,-5.4,3.7
CC1(c2nnnn2Cc2ccccc2)CCC(=O)N1C1CC1 (stereo not drawn),1.9,10.6
O=C(NC1CCCC1)C1c2ccccc2OCC(=O)N1Cc1ccccc1 (stereo not drawn),-0.5,4.5
CCOC(=O)C1=C[C@@H](C(C)C)N(S(=O)(=O)c2ccc(C)cc2)[C@H]1c1ccc(C(C)C)cc1,0.3,13.0
Cc1cccc(C)c1NC(=O)C(C1CC1)n1c(-c2ccc(-c3ccccc3)cc2)nc2ccccc21 (stereo not drawn),-1.7,-306.1
Nc1[nH]c(C(=O)c2ccccc2)c(-c2ccccc2C(F)(F)F)c1C(=O)NCCc1cccs1,-9.9,-9.3
CC(C)CNc1ncnc2c1ncn2[C@H]1CN(Cc2ccco2)C[C@@H](CO)O1,-2.4,8.9
CCOC(=O)C1=CCN(S(=O)(=O)c2ccc(C)cc2)C1c1ccccc1 (stereo not drawn),1.8,8.9
Nc1nc2c(ncn2[C@@H]2O[C@H](CNC(=O)[C@H](N)Cc3ccccc3)[C@@H](O)[C@H]2O)c(=O)[nH]1,0.0,32.2
CCCCN(CCCC)Cc1cc(=O)oc2cc(OC)c(Cl)cc12,-8.8,-95.6
COC(=O)[C@@]12C[C@@H](CC(=O)NCCCCc3ccccc3)C(=O)N(CCc3ccc(OC)c(OC)c3)C1=CCC(C)(C)C2,3.9,14.2
COc1ccc(C(O)c2ncc(-c3ccccc3OC)[nH]2)cc1 (stereo not drawn),-0.3,5.3
NC(c1csc(Nc2ccccn2)n1)c1ccccc1Cl (stereo not drawn),-0.1,2.4
CCCC(C)(C)C(=O)N1CCC1(C)C(=O)Nc1cccc(OC)c1 (stereo not drawn),1.8,12.1
Nc1ccn([C@@H]2O[C@H](C(=O)N[C@H]3c4ccccc4C[C@H]3O)[C@@H](O)[C@H]2O)c(=O)n1,-4.3,25.9
COc1cc(F)ccc1-c1cc(C(=O)NCc2ccc(F)cc2)[nH]n1,0.5,2.9
COc1cc(OC)cc(C2=Cc3ccccc3C(CC(C)=O)N2c2ccc(C#CC3(N)CCCCC3)cc2)c1 (stereo not drawn),-14.2,-378.2
CNc1nc(Nc2ccc(C(=O)OC)cc2)c2sccc2n1,-1.5,i

# Full records, quoted from the list. Screens in order: SENP1 FRET inh, SENP8 block
# Nc1nc2c(ncn2[C@@H]2O[C@H](CNC(=O)[C@H](N)Cc3ccccc3)[C@@H](O)[C@H]2O)c(=O)[nH]1 across the screens: 0.0, 32.2
# Cc1cccc(C)c1NC(=O)C(C1CC1)n1c(-c2ccc(-c3ccccc3)cc2)nc2ccccc21 (stereo not drawn) across the screens: -1.7, -306.1
# CNc1nc(Nc2ccc(C(=O)OC)cc2)c2sccc2n1 across the screens: -1.5, i
# COc1ccc(C(O)c2ncc(-c3ccccc3OC)[nH]2)cc1 (stereo not drawn) across the screens: -0.3, 5.3
# CCCCN(CCCC)Cc1cc(=O)oc2cc(OC)c(Cl)cc12 across the screens: -8.8, -95.6

# Arranged by the number under SENP8 block (high to low): 5 from the list above.
SMILES,SENP1 FRET inh,SENP8 block
CCOC(=O)C1=C[C@@H](C(C)C)N(S(=O)(=O)c2ccc(C)cc2)[C@H]1c1ccc(C(C)C)cc1,0.3,13.0
CC1(c2nnnn2Cc2ccccc2)CCC(=O)N1C1CC1 (stereo not drawn),1.9,10.6
CN(C)CCNc1ncnc2c1ncn2[C@H]1CN(Cc2ccc(Cl)cc2)C[C@@H](CO)O1,1.7,4.1
CCCCN(CCCC)Cc1cc(=O)oc2cc(OC)c(Cl)cc12,-8.8,-95.6
COc1cc(OC)cc(C2=Cc3ccccc3C(CC(C)=O)N2c2ccc(C#CC3(N)CCCCC3)cc2)c1 (stereo not drawn),-14.2,-378.2

# Next section
SMILES,SENP1 FRET inh,SENP8 block
Cc1ccsc1C(=O)N1CCCC(C)(C(=O)O)C1 (stereo not drawn),1.5,16.7
CN(C)c1ccc(NC(=O)Nc2nc(C(N)C3CCCCC3)cs2)cc1 (stereo not drawn),3.5,17.0
O=C(NCC(O)c1nc2ccccc2[nH]1)c1cc([N+](=O)[O-])ccc1F (stereo not drawn),1.3,26.3
S=C(NCCCCN(Cc1ccc(Cl)cc1)c1ccc(Br)cn1)NCCCc1cnc[nH]1,-3.1,4.9
O=C(Nc1ccc(F)cc1)C(c1cc2ccccc2o1)N1CCN(c2ccncc2)CC1 (stereo not drawn),-2.3,19.0
Cc1cccc(S(=O)(=O)NC(=O)C2(C)CCN2C(=O)C2(c3ccc(Cl)cc3)CC2)c1 (stereo not drawn),0.0,-5.2
CC(C)Oc1cccc(C(=O)Nc2nnc([C@H]3C[C@H](O)[C@@H](CO)O3)s2)c1,8.7,0.9
O=C1C[C@@H]2C(=O)N(c3ccccc3)C(=O)[C@@H]2[C@@H]2CN(S(=O)(=O)c3ccccc3)[C@@H](c3ccccc3)[C@H]12,-37.1,10.3
COC(=O)[C@@]1(Sc2ccc(C)cc2)CC(=O)N(c2ccccc2)[C@@H]1c1ccccc1,1.3,5.3
CCNC(=S)Nc1ccc2c(c1)c(=O)n(C)n2-c1cc(C)cc(C)c1,-4.3,i
COC(=O)C[C@H]1C=C[C@H](NC(=O)Nc2ccccc2)[C@@H](CO)O1,0.7,17.4
CCOC(=O)C1=CC[C@@H](c2ccccc2C(F)(F)F)N(S(=O)(=O)c2ccc(C)cc2)[C@H]1c1ccc(C#N)cc1,3.2,23.5
Brc1ccc2nc(C3CCCCC3)c(CC3CCCCC3)n2c1,0.7,15.5
OCCC#Cc1ccc(N2C(c3ccsc3)=Cc3ccc(F)cc3C2c2c[nH]c3ccccc23)cc1 (stereo not drawn),-31.1,-396.2
N#CCCN(Cc1ccccc1)C(C(=O)NC1CCCCC1)C1CC1 (stereo not drawn),2.0,27.7

# Molecules from the list above containing a cyano group:
SMILES,SENP1 FRET inh,SENP8 block
CCOC(=O)C1=CC[C@@H](c2ccccc2C(F)(F)F)N(S(=O)(=O)c2ccc(C)cc2)[C@H]1c1ccc(C#N)cc1,3.2,23.5
N#CCCN(Cc1ccccc1)C(C(=O)NC1CCCCC1)C1CC1 (stereo not drawn),2.0,27.7

# The listing continues.
SMILES,SENP1 FRET inh,SENP8 block
CC(C)C(N)c1csc(NC(=O)Nc2cccc(Cl)c2)n1 (stereo not drawn),-0.6,1.4
CC1(C(=O)NS(=O)(=O)C2CC2)CCCN(C(=O)c2ccccc2OC(F)(F)F)C1 (stereo not drawn),2.3,12.3
NC(COCc1ccccc1)c1csc(Nc2cc(Oc3ccccc3)ncn2)n1 (stereo not drawn),-8.2,-4.7
COC(=O)C[C@H]1CC[C@H](NC(=O)Nc2ccccc2)[C@@H](CO)O1,1.8,20.3
O=C1NC[C@H](CCCCN2C[C@H](Cc3ccc(O)cc3)N(CCc3ccc(O)cc3)C(=O)C2=O)N(CCc2ccc(O)cc2)C1=O,1.7,11.5
COc1ccc(Cc2c(-c3cccc(Br)c3)nc3ccc(Br)cn23)c(C)c1,-18.7,-85.3
Cn1c(N)c(C#N)c(-c2ccccc2)c(C#N)c1=O,0.4,-15.7
O=C(NC(c1ccccc1)c1ccc2ccccc2n1)C1CCN(CCOc2ccc(Cl)cc2)CC1 (stereo not drawn),-5.1,-7.1
CN(C)C(=O)c1cccc(-c2cccc3nccn23)c1,0.0,-455.6
CCCCOCCCNC(=O)C[C@@H]1C[C@@]2(C(=O)OCC)CCCC=C2N(Cc2ccc(Cl)cc2Cl)C1=O,-2.4,5.3
O=C1C=C(OCCF)CC(c2cccc(Cl)c2)O1 (stereo not drawn),6.0,19.2
CCCC(=O)N1CCC1(C)C(=O)Nc1ccc(C)c(C)c1 (stereo not drawn),0.0,12.5
CCC(CC)C(=O)N(C)c1c(C)nc2c(OCc3ccc(C(F)(F)F)cc3)cccn12,0.2,3.8
CCOC1=C2[C@@H](CN(S(=O)(=O)c3ccc(C)cc3)[C@H]2c2ccccc2)[C@H]2C(=O)N(Cc3ccccc3)C(=O)[C@H]2C1,6.4,6.2
CCC(=O)N1CCCC1(C)C(=O)Nc1ccc2nc(C)ccc2c1 (stereo not drawn),-1.5,-60.2
CC1ON=C(c2cccc3ccccc23)N(C)C1=O (stereo not drawn),-0.1,0.3
CCCCC(=O)N(C)c1c(C)nc2ccc(C(=O)N(C)CCN(C)C)cn12,-0.6,4.1
COc1cc(-c2cnc3c(NC(C)=O)cc(-c4cccc(C(=O)NCCO)c4)cn23)cc(OC)c1OC,-3.0,-191.5
CCN(CC)C(=O)c1cccc(-c2csc(C(O)c3ccco3)n2)c1 (stereo not drawn),-1.9,-4.4
CC(C)(C)n1nnnc1C(c1ccccc1)N1CCN(c2ncccc2C(F)(F)F)CC1 (stereo not drawn),1.9&2.4,2.1&-29.7
CN(C)c1ccc(-c2csc(C(O)c3cccc(Cl)c3)n2)cc1 (stereo not drawn),0.8,-21.9
CCCCCCCCN1C(=O)[C@H](CC(=O)NCc2ccccc2)C[C@@]2(C(=O)OCC)CCC=C12,-1.1,9.2
O=c1c2ccccc2nc2n1CCc1ccc(Br)cc1-2,1.8,0.8
CSc1ccc(Cn2c(C)c(C(=O)NCc3ccc(Cl)c(Cl)c3)sc2=O)cc1,-4.4,1.4
CCNC(=O)C1(C)CCCN1Cc1cccc(C(F)(F)F)c1 (stereo not drawn),1.0,15.3
CC1(C(=O)NCc2cccc(C(F)(F)F)c2)CCN1CCc1ccccc1 (stereo not drawn),1.9,14.6
Cc1cc(C)c(C#N)c(OCC2CCCO2)n1 (stereo not drawn),-0.3,7.9
CC1(C(=O)Nc2ccccc2Br)CCN1C(=O)CC1CC1 (stereo not drawn),-1.4,3.6
COC1=CC(=NCl)C=CC1=NCl,31.0,75.5*
CN1CCN(c2ccc(-c3cc(NC=O)c4ncc(-c5ccc(F)c(Cl)c5)n4c3)cc2)CC1,45.7,-345.6
COC(=O)C[C@H]1C=C[C@@H](NS(=O)(=O)c2ccccc2)[C@@H](CO)O1,0.2,19.6
CC(=O)Nc1cccc(-c2ccnc3c2CC(C(=O)NCc2cccnc2)O3)c1 (stereo not drawn),1.1,-17.0
OC(c1ccc(F)cc1)c1ncc(-c2ccccc2F)[nH]1 (stereo not drawn),-0.5,18.8
COc1cc(F)ccc1-c1cc(C(=O)Nc2cc(OC)c(OC)c(OC)c2)[nH]n1,0.3,13.2
Cc1ccccc1NC(=O)Nc1nc(C2CCC(=O)N2)cs1 (stereo not drawn),-2.2,11.3
CS(=O)(=O)c1ccc(-c2cc(NC=O)c3ncc(-c4ccc(F)cc4)n3c2)cc1,-30.9,-258.5
CCc1nc2ccc(C(=O)Nc3ccc(OC)c(OC)c3)cn2c1N(C)C(=O)Cc1ccccc1,1.8,24.8
Cc1ccccc1-c1cc2nc(NCCOc3ccccc3)n(C)c(=O)c2s1,2.5,-50.9
CCCCCCCCC(c1nc2ccccc2[nH]1)N1CCN=C1c1cc2ccccc2[nH]1 (stereo not drawn),-1.5,-2.6
Cc1ccc(COC[C@H](CC(C)C)N2CCN(C(=O)c3cccc(C(F)(F)F)c3)CCC2=O)cc1,0.5,22.9
COCCCN1C(=O)C(CC(=O)NCC2CCCCC2)CC(C(=O)N(C(C)C)C(C)C)=C1C (stereo not drawn),2.3,9.2
CC1(C(=O)NS(=O)(=O)c2ccccc2C(F)(F)F)CCN1C(=O)CCc1cccs1 (stereo not drawn),1.8,16.2
CC1(C(=O)Nc2ccc3c(c2)OCCO3)CN(S(C)(=O)=O)CC(=O)N1Cc1ccco1 (stereo not drawn),-0.1,12.6
CCc1nc2ccc(C(=O)NCc3ccccc3OC)cn2c1N(CC)Cc1cccc(Br)c1,-10.2,-15.5
O=C(NCC1CC1)c1cc2c(c(-c3cccc(-c4ccccc4F)c3)n1)[C@@H](CCO)N(C(=O)CC1CC1)C2,-2.0,21.1
CC1(C)CC(Cc2ccc(C(F)(F)F)cn2)N(C(=O)OC(C)(C)C)C1 (stereo not drawn),-1.0,10.6
CCc1nc2c(OCCC3CCCCC3)cccn2c1N(C)C(=O)C(C)C,-0.8,3.0
